Bioassay records deposited in PubChem by Johns Hopkins Ion Channel Center.
Kir21 block: Kir2.1 (mouse) channel inhibition; B-score at 10 µM; 310,000 tested, 0.85% active; HEK293-Kir2.1, FluxOR thallium flux fluorescence; active compounds read low;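 active means fluorescence ratio B-score at or below minus 3 SD of library scores, with starting-brightness B-score within 2 SD, cut at about -4.2 in these data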;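 further: channel flux triggered by added potassium and thallium sulfate stimulus; B-score of peak minus minimum fluorescence over baseline after thallium stimulus; more negative B-score means stronger Kir2.1 block with less thallium influx; some compounds called inactive have numbers as strong as hits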
Target sequence (P35561 whole entry, looked up): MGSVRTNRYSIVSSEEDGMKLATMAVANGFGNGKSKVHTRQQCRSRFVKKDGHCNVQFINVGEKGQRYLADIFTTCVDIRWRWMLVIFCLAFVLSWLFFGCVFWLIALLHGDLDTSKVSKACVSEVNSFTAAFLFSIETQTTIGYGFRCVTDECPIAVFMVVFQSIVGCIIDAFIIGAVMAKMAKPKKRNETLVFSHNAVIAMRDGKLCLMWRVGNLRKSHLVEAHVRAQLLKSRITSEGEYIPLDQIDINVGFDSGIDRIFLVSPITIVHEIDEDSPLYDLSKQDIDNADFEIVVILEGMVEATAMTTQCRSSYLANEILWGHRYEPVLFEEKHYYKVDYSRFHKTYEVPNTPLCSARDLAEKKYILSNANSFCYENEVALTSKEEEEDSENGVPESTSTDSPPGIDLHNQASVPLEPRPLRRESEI
KCNQ2 inh: KCNQ2 potassium channel inhibitors, primary screen, cell-based, CHO-K1, FluxOR thallium flux, B-score (AID 2156); 20 min; active compounds read low; O88943; B-score at 10 µM; 310,000 tested, 1.1% active;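 active means fluorescence ratio B-score at most minus 3 library SDs, with starting brightness B-score within 2 library SDs, cut at about -5.5 in these data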
The depositor's hits bear a star; i = inactive.

SMILES	Kir21 block	KCNQ2 inh
O=C(CSc1cn(CCNC(=O)c2ccc3ccccc3c2)c2ccccc12)NCc1ccco1	-0.49	i
C/C(=N\N1CCN(c2ccccc2)CC1)c1ccc(O)cc1	1.3	i
Cc1[nH]c2c(C)cccc2c1CCNC(=O)c1ccc2c(c1[N+](=O)[O-])C(=O)c1ccccc1C2=O	1	i
Cc1cccc(OCc2nnc(SCC(=O)NC3CCCC3)n2C)c1	-1.2	i
CCOC(=O)C1(Cc2cccc(Cl)c2)CCCN(C(=O)c2c(CC)noc2C)C1 (stereo not drawn)	1.7	i
CCOc1cc(/C=N/NC(=O)c2cccc([N+](=O)[O-])c2)ccc1OS(=O)(=O)c1ccccc1	1.1	i
Cc1ccccc1Cn1cc(NC(=O)c2cc3nc(-c4ccco4)cc(C(F)(F)F)n3n2)cn1	-0.01	i
O=C1c2ccc(Oc3ccc([N+](=O)[O-])cc3)cc2C(=O)N1CCCO	0.37	i
COc1cccc(-c2cc(C(=O)NCC3CCCO3)c3ccccc3n2)c1 (stereo not drawn)	-0.88	i
Cc1cc(C)nc(SCC(=O)Nc2nc(-c3ccccc3)c(-c3ccccc3)o2)n1	-0.05	i
Cc1cc(C)c(/C=N/NC(=O)c2nnn(-c3nonc3N)c2CN2CCC(C)CC2)c(C)c1	0.13	i
CC12CCCc3c(O)cc(=O)n(c31)-c1ccccc12 (stereo not drawn)	0.81	i
Cc1ccc(S(=O)(=O)N(c2nc(NC(C)C)nc(NC(C)C)n2)n2cnnc2)cc1	-0.3	i
CCc1ccc(C(=O)NNC(=O)c2cccc(N3C(=O)CCC3=O)c2)cc1	0.43	i
O=[N+]([O-])c1ccccc1/C=N/NC1=NS(=O)(=O)c2ccccc21	0.06	i
O=C(CCn1c(=O)[nH]c2ccsc2c1=O)N1CCN(c2cccc(Cl)c2)CC1	-0.61	i
O=C(CSc1ccc2nnc(-c3cccs3)n2n1)N1CCCC1	-1.4	i
CN1C(=O)C(CC(=O)Nc2ccc(F)cc2)N(CCCc2ccccc2)C1=S (stereo not drawn)	0.63	i
CCOC(=O)CN1CC23C=CC(O2)C(C(=O)NCc2cccs2)C3C1=O (stereo not drawn)	1.4	i
CC(C)[C@H](NC(=O)C1CC(=O)N(c2ccc(F)cc2)C1)C(=O)N1CCCCC1 (stereo partly drawn)	-0.12	i
CN(C(=O)COC(=O)c1ccccc1NC(=O)c1ccco1)C1CCS(=O)(=O)C1 (stereo not drawn)	-0.58	i
CC(=O)NCC(=O)N(C)C(C(=O)Nc1ccc(C(C)C)cc1)c1ccccc1 (stereo not drawn)	-0.31	i
CCc1ccc(-n2cnc3cc(C(=O)NCC(OC)OC)ccc32)cc1	0.68	i
O=C(CN1CCCC1)Nc1ccc(F)cc1	-1.4	i
Cc1ccc(-n2ncc3c2CC(C)(C)CC3NC(=O)CCCN2CCCCC2=O)cc1 (stereo not drawn)	0.36	i
O=C1CN(c2nc(-c3ccccc3)c3cc(Br)ccc3n2)c2ccccc2N1	0.84	i
Cc1ccccc1C1C(=O)c2ccccc2C1=O	0.4	i
N#Cc1cc2c(nc1SCC(N)=O)CCCCC2	-1.8	i
Cc1ccc(CC(=O)O/N=C(\N)c2ccncc2)cc1	-0.95	i
CC(=O)N1CCc2cc(S(=O)(=O)NC(C(=O)NC3CCCc4ccccc43)C(C)C)ccc21 (stereo not drawn)	0.16	i
CCOc1ccc(S(=O)(=O)Nc2cccc(C(=O)N3CC(C)OC(C)C3)c2)cc1 (stereo not drawn)	-0.84	i
O=c1oc(-c2ccc(F)cc2)nc2ccsc12	-0.06	i
CCOC(=O)NC(=O)/C(C#N)=N\Nc1ccc(Cl)cc1	-0.31	i
CC1Cc2nc(SCC(=O)NCc3ccco3)n(Cc3ccccc3)c(=O)c2S1 (stereo not drawn)	0.01	i
COCCCNC(=O)/C=C1\Sc2ccccc2N(Cc2ccccc2F)C1=O	0.12	i
Cc1cc(C)cc(NC(=O)C(Sc2nnc(C)c(=O)[nH]2)c2ccccc2)c1 (stereo not drawn)	-0.84	i
CCn1c(=O)n(CC)c2cc(N3CCCC3)c(NC(=O)c3cccc(C)c3)cc21	2.7	i
CC(=O)Nc1sc(N/N=C\c2ccccc2Cl)nc1-c1cccs1	-0.04	i
Cc1ccc2c(c1)C(c1ccc(F)cc1)N(C(=O)C1CC1)CC(=O)N2 (stereo not drawn)	0.6	i
CCOc1cc(C(=O)O)ccc1OCCOc1ccccc1	-0.93	i
O=C1Cn2c(nc3ccccc32)N1c1cccc(C(F)(F)F)c1	0.89	i
O=C(COC(=O)c1ccc(NS(=O)(=O)c2cccs2)cc1)NCC1CCCO1 (stereo not drawn)	2	i
c1ccc(C2=Nc3cccc4cccc(c34)N2)cc1	0.66	i
CC1=C(C(=O)Nc2ccccc2C(=O)NCCCN2CCN(C)CC2)SCCO1	0.05	i
O=c1oc(-c2ccccc2Br)nc2ccccc12	-0.01	i
O=C(CN1CCCC1)NCC1(c2ccccc2)CCOCC1	-1	i
COc1ccc(-c2cn3cccnc3n2)cc1NC(=O)CC(C)C	0.72	i
CCn1cc(C2=NC(C(C)C)CO2)c2ccccc21 (stereo not drawn)	1.4	i
OCCN1CCN(c2nc(-c3ccccc3)nc3c2oc2ccccc23)CC1	0.42	i
O=c1ccc(Oc2nc(N3CCCCC3)nc(N3CCCCC3)n2)n[nH]1	-1.5	i
CCc1ccc(OCC(=O)Nc2ccc(S(=O)(=O)N3CCOCC3)cc2)cc1	-0.05	i
Cc1cc(C)c2oc(C(=O)NCc3ccccc3)cc(=O)c2c1	1.6	i
CC(C)OC(=O)C(NC(=O)c1ccccc1)=C1CCCCC1	0.41	i
CC(=O)NCCc1c[nH]c2ccc(OCc3ccccc3)cc12	0.24	i
CCC(=O)Nc1nn(C)c2nc3c(C)cccc3cc12	0.57	i
Cc1cccc(NC(=O)/C(C#N)=C/c2ccc[nH]2)c1C	0	i
COc1ccc(C(=O)CC(Nc2ccc([N+](=O)[O-])cc2)c2ccc(Cl)cc2)cc1 (stereo not drawn)	-0.89	-8.1*
O=C1CCCc2c1cc(C(=O)NCc1ccco1)c(=O)n2-c1ccccc1	-0.44	i
O=C(N/N=C/c1cccc(C(F)(F)F)c1)c1ccccc1O	0.49	i
CCOP(=O)(Nc1ccc2oc(=O)c3ccccc3c2c1)OCC	-0.58	i
(list continues)
SMILES	Kir21 block	KCNQ2 inh
COc1cc(/C=N/n2cnnc2)ccc1Oc1nc(Cl)ncc1F	0.02	i
CC(C)n1nc(C(=O)NCCc2ccc(S(N)(=O)=O)cc2)c2ccccc2c1=O	1	i
COc1cccc(CNC(=O)CCCc2c[nH]c3ccccc23)c1	3	i
O=C1C2C3C=CC(C4CC34)C2C(=O)N1/N=C/c1ccc(-c2ccc(F)cc2[N+](=O)[O-])o1 (stereo not drawn)	-0.71	i
O=C(Nc1cccc2ccccc12)NC1CCCCC1O (stereo not drawn)	1.7	i
O=C(NNS(=O)(=O)c1ccc(Cl)cc1)c1ccc(S(=O)(=O)N2CCCCC2)cc1	0	i
CC(=O)c1cccc(NC(=O)C2=CC(c3ccc4c(c3)OCO4)=NS(=O)(=O)N2C)c1	0.77	i
C(=N\Nc1ccc2nncn2n1)/c1ccco1	0.28	i
Cn1c(=O)c2cc(S(=O)(=O)NC(C(=O)NCc3cccnc3)c3ccccc3)ccc2n(C)c1=O (stereo not drawn)	0.95	i
CCNC(=O)c1c(O)c2c([nH]c1=O)CCCC2	-0.01	i
Cc1ccc(Cl)cc1NC(=O)CC1NCCNC1=O (stereo not drawn)	0.52	i
C=CCOC(=O)C1=C[C@@H](c2ccccc2)C[C@@H](OCc2ccc(CO)cc2)O1	-1.5	i
O=C(O)C(Cc1ccc(F)cc1)c1ccccc1 (stereo not drawn)	-1	i
COc1ccc(C(O)Cc2nccn2C)cc1 (stereo not drawn)	-0.24	i
CCN(C(=O)CSc1nc2n[nH]c(C)c2c(=N)n1-c1ccc(Cl)c(C)c1)c1cccc(C)c1	0.27	i
CCOC(=O)C1(Cc2cccc(OC)c2)CCCN(C(=O)c2cc(CC(C)C)[nH]n2)C1 (stereo not drawn)	0.09	i
CCC(Sc1nc(C)cc(C)n1)C(=O)Nc1ccc(Cl)cn1 (stereo not drawn)	-2.4	i
CC(C)=CCN1CCN(Cc2ccc(Oc3ncccn3)cc2)CC1CCO (stereo not drawn)	-0.79	i
COc1ccc(NC(=O)COc2ccc(C(=O)c3ccc(F)cc3)cc2)cc1S(N)(=O)=O	-2	i
CCOC(=O)N1CCC(N2CCN(c3ccccc3)CC2)CC1	-0.02	i

Shown comma-delimited: entries from further up
Molecule,Kir21 block,KCNQ2 inh
CCNC(=O)c1c(O)c2c([nH]c1=O)CCCC2,-0.01,i
Cc1ccc(Cl)cc1NC(=O)CC1NCCNC1=O (stereo not drawn),0.52,i

(next part)
SMILES	Kir21 block	KCNQ2 inh
O=C(C1CCN(Cc2ccc(F)cc2)CC1)N(CCO)Cc1ccccc1	-0.11	i
COc1ccc(CC(=O)OCC(=O)N2CCCc3ccccc32)cc1OC	1.3	i
COc1cc2c(C(=O)NCCCN3CC(C)CC(C)C3)cn(CC(C)C)c(=O)c2cc1OC (stereo not drawn)	1.1	i
O=C(CNC(=O)c1ccc(Br)o1)NCc1ccc(Cl)cc1	0.05	i
N#CN=C(c1ccccc1)c1ccccc1	1.1	i
COC(=O)c1c(NC(=O)c2ccoc2C)sc2c1CCC2	-1.1	i
Cc1nn(-c2ccccc2)c2sc(-c3n[nH]c(=S)o3)cc12	-3.1	i
COc1ccc(OC)c(S(=O)(=O)N2CCC(C(=O)NC(C)c3ccccc3)CC2)c1 (stereo not drawn)	-1.4	i
COC1(c2ccccc2)NC(=S)NN=C1c1ccccc1 (stereo not drawn)	-1.1	i
C=CCn1c(SCC2=C(C(=O)OCC)C(C)NC(=O)N2)nnc1C1CCCCC1 (stereo not drawn)	-0.25	i
Cc1ccc(C(=O)c2ccc([N+](=O)[O-])cc2)cc1C	1.7	i
COC(=O)c1ccc(NC(=O)c2ccccc2N(C)S(C)(=O)=O)cc1	-0.1	i
O=C1c2cccnc2C(=O)N1Cc1ccc(S(=O)(=O)N2CCOc3ccccc32)cc1	0.6	i
Cc1ccc(N/N=C/c2ccc(N3CCOCC3)cc2)cc1C	0.06	i
COc1cc(C(=S)N2CCC(C)CC2)ccc1O	0.79	i
COc1ccc(-c2c(C)nn3c(N4CCN(Cc5ccccc5)CC4)cc(C)nc23)cc1OC	0.73	i
CC(=O)N(CCCCN1C(=O)c2ccccc2C1=O)c1ccc(C)cc1	-1.7	i
CCCn1nnnc1NCc1ccccc1F	-1.4	i
Cc1cc(C(=O)N/N=C/c2ccc(-c3cccc([N+](=O)[O-])c3)o2)n[nH]1	0.57	i
O=C(Oc1ccc(-c2ccccc2)cc1)C1C2CCCCC21 (stereo not drawn)	-1.1	i
O=C1CC2(CCN(C(=O)c3ccc([N+](=O)[O-])cc3)CC2)Oc2ccccc21	-0.96	i
COc1ccc(-n2c(SCC(=O)NC3CCCCC3)nc3ccsc3c2=O)cc1	0.03	i
CN(Cc1ccccc1)C(=O)COC(=O)COc1ccc(C#N)cc1	1.8	i
CCCCn1c2ccccc2c2cc(CC(N)=O)ccc21	2.6	i
COc1ccc(/C=C/CN2CCCC(CCC(=O)NCc3ccc(F)c(F)c3)C2)cc1 (stereo not drawn)	-4.9*	i
CCc1nnc(NC(=O)c2cccnc2)s1	0.48	i
CCc1ccc(OCC(=O)N(CC)CC)cc1	0.61	i
C/C=C1\COC(C(=O)NCCN2CCCC2)(C(F)(F)F)C=C1C=C1CCCCC1 (stereo not drawn)	-2.9	i
O=C(O)CCC(=O)N1CCC(n2nnc3cc(C(F)(F)F)ccc32)CC1	-0.4	i
Cn1c(CNC2CCCCC2)c(C#N)c2ccccc21	-0.69	i
CC(NC(=O)C(=O)N1CCOCC1)C(c1cccs1)N1CCN(c2ccccc2F)CC1 (stereo not drawn)	2	i
CC(C)CNC(=O)COC(=O)c1cccc(S(=O)(=O)NCC(F)(F)F)c1	-0.02	i
CCCn1c(SCC(=O)c2cc(C)c(C)cc2C)n[nH]c1=O	0.25	i
COc1ccccc1C(=O)Nc1cccc2nc(C)ccc12	-0.83	i
CC(=O)NN1C(=O)c2ccc(Oc3ccc([N+](=O)[O-])cc3)cc2C1=O	-0.32	i
Cc1cccc(OCC(O)Cn2c(=N)n(CCN3CCOCC3)c3ccccc32)c1 (stereo not drawn)	-1.4	i
CCn1c(SCC(=O)Nc2cc(C)ccc2C)nnc1-c1cnccn1	0.02	i
O=C1NCCN1CCNS(=O)(=O)c1ccccc1[N+](=O)[O-]	-0.29	i

Compounds shown so far containing an NH in an aromatic ring (13):
SMILES	Kir21 block	KCNQ2 inh
Cc1[nH]c2c(C)cccc2c1CCNC(=O)c1ccc2c(c1[N+](=O)[O-])C(=O)c1ccccc1C2=O	1	i
O=C(CCn1c(=O)[nH]c2ccsc2c1=O)N1CCN(c2cccc(Cl)c2)CC1	-0.61	i
Cc1cc(C)cc(NC(=O)C(Sc2nnc(C)c(=O)[nH]2)c2ccccc2)c1 (stereo not drawn)	-0.84	i
O=c1ccc(Oc2nc(N3CCCCC3)nc(N3CCCCC3)n2)n[nH]1	-1.5	i
CC(=O)NCCc1c[nH]c2ccc(OCc3ccccc3)cc12	0.24	i
Cc1cccc(NC(=O)/C(C#N)=C/c2ccc[nH]2)c1C	0	i
COc1cccc(CNC(=O)CCCc2c[nH]c3ccccc23)c1	3	i
CCNC(=O)c1c(O)c2c([nH]c1=O)CCCC2	-0.01	i
CCN(C(=O)CSc1nc2n[nH]c(C)c2c(=N)n1-c1ccc(Cl)c(C)c1)c1cccc(C)c1	0.27	i
CCOC(=O)C1(Cc2cccc(OC)c2)CCCN(C(=O)c2cc(CC(C)C)[nH]n2)C1 (stereo not drawn)	0.09	i
Cc1nn(-c2ccccc2)c2sc(-c3n[nH]c(=S)o3)cc12	-3.1	i
Cc1cc(C(=O)N/N=C/c2ccc(-c3cccc([N+](=O)[O-])c3)o2)n[nH]1	0.57	i
CCCn1c(SCC(=O)c2cc(C)c(C)cc2C)n[nH]c1=O	0.25	i

This is a random part of the collection (roughly 1.8% active in at least one column).
